# Assay outcomes: PubChem BioAssay, several laboratories
# AddAB inh: growth inhibition of E. coli expressing H. pylori AddAB, primary screen, AddAB inhibitor project, absorbance; inhibition, % at 11.9 µM; actives 0.29% (n = 330,000); AID 435030, 2010; in the data active = inhibition above about 12%;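 also: 0% = vehicle wells of infected cells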
# phage Ecoli inh: growth loss of phage-infected E. coli, primary screen, RecBCD inhibitor project, absorbance, with phage, HTS; inhibition, % at 11.9 µM; actives 0.26% (n = 360,000); in the data active = inhibition above about 11%
# DAGLB inh: DAGLB lipase inhibitors, primary screen, biochemical, fluorescence, HTS; Diacylglycerol lipase-beta (Homo sapiens), Q8NCG7; HEK293T DAGLB membrane lysate, EnzChek fluorogenic substrate; inhibition, % at 5.17 µM; actives 0.059% (n = 340,000); AID 504411, 2011; in the data active = inhibition above about 34%;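 also: 0% = enzyme with vehicle and 100% = wells lacking enzyme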
# Target sequence (Q8NCG7 whole entry, looked up): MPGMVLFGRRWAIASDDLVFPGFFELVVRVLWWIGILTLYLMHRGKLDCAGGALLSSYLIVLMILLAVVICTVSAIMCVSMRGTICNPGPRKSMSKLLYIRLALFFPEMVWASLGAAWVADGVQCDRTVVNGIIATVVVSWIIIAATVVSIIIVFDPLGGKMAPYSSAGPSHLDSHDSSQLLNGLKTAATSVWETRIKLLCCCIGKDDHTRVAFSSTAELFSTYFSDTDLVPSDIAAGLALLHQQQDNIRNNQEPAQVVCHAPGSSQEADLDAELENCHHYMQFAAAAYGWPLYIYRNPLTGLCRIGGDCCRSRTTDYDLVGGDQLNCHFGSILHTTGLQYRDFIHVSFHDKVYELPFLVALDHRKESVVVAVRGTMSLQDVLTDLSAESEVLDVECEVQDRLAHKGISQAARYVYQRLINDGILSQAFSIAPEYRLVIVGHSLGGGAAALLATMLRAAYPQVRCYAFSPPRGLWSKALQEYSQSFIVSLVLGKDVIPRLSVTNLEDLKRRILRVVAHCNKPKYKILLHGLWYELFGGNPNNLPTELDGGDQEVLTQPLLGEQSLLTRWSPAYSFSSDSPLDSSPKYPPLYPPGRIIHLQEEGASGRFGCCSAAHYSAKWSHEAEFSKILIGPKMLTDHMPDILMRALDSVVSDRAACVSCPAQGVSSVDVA
# Ecoli viability: E. coli V3065 growth inhibition, primary screen, counter-screen for AddAB inhibitor project, absorbance, OD600. actives 0.27% (n = 330,000). inhibition, % at 11.9 µM. 18 h. AID 449728, 2010;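 active = inhibition above the campaign's mean inhibition across all tested compounds plus 3 SD, cut at about 9.9% in these data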;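 also: uninfected addAB+ strain grown without phage in ampicillin broth; 0% = DMSO wells and 100% = ciprofloxacin 0.95 µg/ml wells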
# PvdQ acylase: P. aeruginosa PvdQ acylase inhibitors, primary screen, biochemical, fluorescence, plate reader and imaging, single point; PvdQ acylase [Pseudomonas aeruginosa LESB58]; purified PvdQ acylase; actives 0.063% (n = 340,000); AID 488965, 2010; inhibition, % at 10 µM; in the data active = inhibition above about 30%, passing the limit was not always enough; inconclusive = no clear call, values can overlap the other calls;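 also: 0% = vehicle neutral wells and 100% = reference inhibitor wells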
# CAL PDZ inh: CAL PDZ peptide-binding inhibitors, primary screen, biochemical, fluorescence polarization, Cer-tagged CAL PDZ, HTS; Golgi-associated PDZ and coiled-coil motif-containing protein (Homo sapiens), Q9HD26; purified CAL PDZ, TMR-peptide fluorescence polarization, 1 h; inhibition, % at 20 µM; actives 0.02% (n = 330,000); AID 504414, 2011;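 active = highest replicate inhibition of at least 40%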;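 also: plate controls were DMSO neutral control wells for no effect and unlabeled competitor peptide control wells for full effect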
#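 System: tagged CAL PDZ domain. Schedule: 1 h room-temperature incubation prior to read. Signal: fluorescence polarization (mP). Measure: percent inhibition from loss of millipolarization.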
# Rtt109 HAT inh: inhibitors of C. albicans Rtt109/Vps75 HAT, primary screen, biochemical, ThioGlo CoA-SH fluorescence, plate reader; AID 540336, 2011; Histone acetyltransferase RTT109 (Candida albicans (strain SC5314 / ATCC MYA-2876)), …; actives 0.16% (n = 330,000); inhibition, % at 34.9 µM; purified Rtt109/Vps75, 4 h;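 active = inhibition of at least 50% in every replicate; inconclusive = best replicate reaches 50% inhibition but some replicates fall short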
# Target sequence (Q5AAJ8 whole entry, looked up): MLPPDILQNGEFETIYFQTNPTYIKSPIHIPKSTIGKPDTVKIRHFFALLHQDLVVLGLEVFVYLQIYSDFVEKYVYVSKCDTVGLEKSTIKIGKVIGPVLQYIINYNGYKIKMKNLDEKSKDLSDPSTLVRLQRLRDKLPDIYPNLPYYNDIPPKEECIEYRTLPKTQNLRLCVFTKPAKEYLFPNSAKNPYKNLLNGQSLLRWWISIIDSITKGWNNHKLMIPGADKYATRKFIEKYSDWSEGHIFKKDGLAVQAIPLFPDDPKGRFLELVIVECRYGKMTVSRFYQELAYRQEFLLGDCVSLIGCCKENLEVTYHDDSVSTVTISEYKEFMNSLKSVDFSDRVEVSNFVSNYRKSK
# Wnt act: Wnt/beta-catenin pathway activators, primary screen, cell-based, plate reader, single point. activation, % at 9.35 µM. actives 1.2% (n = 300,000). Wnt/beta-catenin reporter cell assay, activator. AID 743398, 2014; in the data active = activation above about 30%, passing the limit was not always enough; inconclusive = no clear call, values can overlap the other calls;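 also: 0% = neutral control wells and 100% = positive control wells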
# Tat export inh: E. coli Tat export inhibitors, primary screen, MC4100, TorA-mCherry reporter, fluorescence, single point. inhibition, % at 10 µM. actives 0.036% (n = 340,000). AID 488895, 2010;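 active = mean replicate inhibition at least 50% and at least half of replicates individually reaching 50%; inconclusive = only one of the two criteria met; inactive = neither criterion met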;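 also: exported cargo escapes ClpAP degradation while cytoplasmic cargo is degraded and loses fluorescence; 0% = median of neutral control wells and 100% = median of NaSCN control wells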
# PfHsp90 yeast 2: growth inhibition of PfHsp90-expressing yeast, primary screen, antimalarial PfHsp90 inhibitor project, S. cerevisiae, BacTiter-Glo luminescence, single point, set 2. inhibition, % at 9.4 µM. BacTiter-Glo ATP, 48 h; yeast lacking PDR1 and PDR3 efflux regulators. actives 0.32% (n = 310,000);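 active = every replicate shows inhibition above about 80%, whatever the replicate mean, limit read from the data; inconclusive = mean inhibition reaches the set limit but some replicate falls short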;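 also: 0% = DMSO neutral controls and 100% = 20 µM radicicol positive controls; yeast relying on Plasmodium falciparum Hsp90 in place of its own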
# * hit, by the source's call; ? = inconclusive; · = not tested or not shown.
compound	phage Ecoli inh	Tat export inh	Wnt act	PvdQ acylase	DAGLB inh	AddAB inh	Rtt109 HAT inh	Ecoli viability	CAL PDZ inh	PfHsp90 yeast 2
Cn1c(=O)[nH]c(=O)c2c1nc(Br)n2CC(O)c1ccccc1 (configuration not stated)	2.8	4.3	·	-3.4	-0.5	2.4	-5.4	0.4	-0.3	1.3
Cn1nnnc1SCc1ccc(C(=O)Nc2ccc(Br)cc2)cc1	1.6	-0.1	·	17.4	-1.3	2.1	13.0	1.3	-0.5	5.1
CC(C)CC1C(C#N)=C(N)Oc2n[nH]c(-c3cccs3)c21 (configuration not stated)	2.0	4.3	37.1*	-16.6	4.1	-1.3	·	-1.2	-5.6	·
O=C(O)CCCCCCCCCC[n+]1ccccc1	3.2	-6.4	2.5	4.2	-4.1	0.3	35.0	2.1	-2.1	-4.8
COCCn1c(SC(C)C(=O)NC2CCCCC2C)nc2ccccc2c1=O (configuration not stated)	·	-3.2	1.5	9.4	0.4	1.9	6.9	3.7	-2.4	·
C=C(C)Cn1c(=O)c2c(nc3n2CCCN3Cc2ccccc2)n(C)c1=O	-1.4	-4.9	-1.2	2.3	-2.4	1.5	-0.8	-0.3	-1.4	-8.6
CC1(C(=O)O)COC(c2ccc(Cl)cc2)OC1 (configuration not stated)	1.5	2.4	3.1	-2.5	0.8	3.8	12.6	1.6	-3.2	20.8
COc1cccc(CN(C)C(=O)CCC(=O)c2cc(Br)ccc2OC)c1	8.0	5.4	-0.8	-20.3	-5.8	-0.2	11.6	1.3	0.3	·
CN(C)CCC1c2ccc(Cl)cc2CCc2cccnc21 (configuration not stated) (tested in a mixture with another compound)	1.1	-4.4	-0.1	-23.9	-3.1	1.9	0.0	0.7	-1.0	0.5
CC(C)(C)c1ccc(-c2ccc3c(c2)S(=O)(=O)c2ccccc2C3=O)cc1	2.6	-3.5	-0.5	-12.8	0.1	2.9	-5.8	2.1	-0.7	-15.9
CN(CC(=O)Nc1cccc(F)c1)C(=O)c1cc([N+](=O)[O-])ccc1N1CCCCC1	-0.2	-1.2	-4.2	-6.2	0.7	0.5	15.2	0.9	-1.5	·
CSCCC(NC(=O)c1ccccc1C)C(=O)O (configuration not stated)	2.8	4.2	0.1	-16.5	-1.7	-0.4	-4.2	-1.5	-1.1	0.9
C/C(=C\c1ccccc1F)C(=O)c1c(C)cc(C)[nH]c1=O	1.6	2.3	8.4	-12.5	-1.0	-1.0	-1.7	-2.8	-2.5	-15.2
c1ccc(Nc2nc(N3CCCCC3)nc(N3CCCCC3)n2)cc1	2.6	-0.2	-11.6	-10.9	-27.4	-0.2	0.7	2.1	0.1	-0.8
O=C(COC(=O)/C=C/c1cccs1)Nc1cccc(S(=O)(=O)N2CCOCC2)c1	2.0	-0.7	1.6	3.6	-1.7	-1.9	5.9	0.0	-0.8	26.2
O=C(N/N=C/c1cc2c(cc1[N+](=O)[O-])OCO2)c1ccc2c(c1)OCO2	-1.5	6.5	2.2	0.2	1.7	0.5	3.0	-0.7	0.5	-0.6
Cc1ccc(N=C2NC(=O)/C(=C/c3cccnc3)S2)c(C)c1	0.2	3.2	-2.7	-5.3	8.7	-0.4	-0.4	-4.0	-2.2	13.5
N=c1ccn2c(n1)O[C@H]1[C@@H](CO)[C@H](O)O[C@H]12	2.7	12.1	9.3	12.3	2.3	-3.3	6.6	-1.6	1.0	4.5
O=[N+]([O-])c1ccc(/C=N/Nc2ncccc2[N+](=O)[O-])s1	3.2	-1.6	-1.4	-23.9	-6.3	2.3	4.8	1.2	-2.1	1.9
Cc1ccc(C(=O)NC2CCC(C)CC2)s1 (configuration not stated)	1.6	-6.9	62.2*	0.3	-1.6	-0.1	25.4	-0.3	-0.9	1.9
CN1CCN(C(=O)Nc2ccc([N+](=O)[O-])cc2)CC1	0.9	1.4	1.2	2.7	-1.9	2.6	0.0	0.0	-0.5	-9.2
Cc1cc(NS(=O)(=O)c2ccc(NC(=O)c3oc4ccccc4c3C)cc2)no1	3.0	2.7	·	-6.8	6.0	-0.7	5.8	3.1	-2.5	3.7
Cc1cc(C)cc(OCc2nnc(SCC(=O)OC(C)C)o2)c1	0.9	-2.7	·	-11.4	-6.3	0.0	6.5	-1.0	0.2	·
Cc1cc(C)n(-c2ccc(NC(=O)C3CCN(Cc4ccccn4)CC3)cc2)n1	3.2	?	-2.2	6.8	-1.3	1.1	-1.1	0.4	0.4	-1.7
COc1cccc(C(=O)NN2c3ccccc3CCc3ccccc32)c1	4.1	-0.2	-2.8	5.6	1.0	2.4	10.7	3.0	0.0	-2.7
Cc1ccc(S(=O)(=O)NCc2cccnc2)s1	1.6	1.7	·	-14.0	0.0	4.9	-2.0	1.3	-0.4	·
Cc1ccc(CNC(=O)CSc2nnc3c(n2)[nH]c2ccccc23)cc1	1.0	-15.1	-3.1	-19.9	-2.3	2.7	-12.3	-0.1	-1.9	-2.8
Nc1nc(SCc2ccccc2Cl)c2ncn(C3OC(CO)C(O)C3O)c2n1 (configuration not stated)	2.4	3.1	0.4	-1.0	-0.6	·	14.0	·	-2.3	0.5
CCN(CC)S(=O)(=O)c1cc(NC(=O)CSc2nccn2C)ccc1C	4.7	3.9	0.9	2.4	-0.7	2.6	-1.4	0.4	-0.8	29.6
CCCc1cc(=O)[nH]c(Nc2cc(OC)ccc2OC)n1	1.4	15.0	·	6.0	1.3	1.9	-6.5	0.4	-0.4	0.4

# Compound profiles, as listed above. Screens in order: phage Ecoli inh | Tat export inh | Wnt act | PvdQ acylase | DAGLB inh | AddAB inh | Rtt109 HAT inh | Ecoli viability | CAL PDZ inh | PfHsp90 yeast 2
# Listed for c1ccc(Nc2nc(N3CCCCC3)nc(N3CCCCC3)n2)cc1 → 2.6 | -0.2 | -11.6 | -10.9 | -27.4 | -0.2 | 0.7 | 2.1 | 0.1 | -0.8
# Listed for Cc1ccc(S(=O)(=O)NCc2cccnc2)s1 → 1.6 | 1.7 | · | -14.0 | 0.0 | 4.9 | -2.0 | 1.3 | -0.4 | ·

# Next section.
compound	phage Ecoli inh	Tat export inh	Wnt act	PvdQ acylase	DAGLB inh	AddAB inh	Rtt109 HAT inh	Ecoli viability	CAL PDZ inh	PfHsp90 yeast 2
CCCn1c(N)c(C(=O)CSc2nc3ccccc3s2)c(=O)[nH]c1=O	2.4	-4.0	-0.6	-13.8	3.0	4.3	-6.2	2.6	-1.2	·
CCC1=C(OC(=O)N(CC)CC)N2C(=O)OC(=NCCc3c[nH]c4ccccc34)[C@]2(C)[C@H]2C1=CC[C@H]1C(=O)N(CC)C(=O)[C@H]12	0.2	13.6	-4.1	-14.1	-2.3	2.2	4.5	2.3	-0.6	·
COC(=O)c1ccccc1NC(=O)CSc1nnc(C(CO)NC(=O)c2ccccc2Cl)n1C (configuration not stated)	1.4	8.6	·	21.4	1.6	2.6	-12.1	1.7	-0.4	-5.0
CC[C@H](C)/C=C(C)/C=C/C1=CC2=CC(=O)[C@]3(C)OC(=O)[C@@H](C(C)=O)[C@@H]3C2=CO1	1.2	3.5	0.0	-2.6	3.0	5.9	-67.7	-0.2	-0.5	·
COc1ccc(N2C(=O)CC(N(CCc3ccccc3)C(=O)/C=C/C(=O)O)C2=O)cc1 (configuration not stated)	3.3	3.5	-1.8	-10.0	0.6	-4.8	3.1	-0.5	-1.2	-4.8
CCOC(=O)c1nn(-c2ccc(C)c(C)c2)cc1O	0.9	0.5	·	-8.1	0.5	5.2	2.2	3.0	-2.1	-10.0
Cc1ccc(NC(=O)c2ccc(Cl)c(NC(=O)c3cccs3)c2)cc1	2.7	-8.7	7.2	-6.5	-2.9	1.2	15.3	2.9	-1.9	26.0
C/C(CC(=O)NCCN1CCOCC1)=N\NC(=O)c1ccncc1	2.6	-3.2	6.6	4.9	-1.1	2.9	1.9	-0.1	-0.6	-0.2
COc1cc(OC)c(OC)cc1CNCCNC(=O)c1nonc1N	2.2	-0.4	·	-2.0	-1.7	-1.0	3.3	-2.4	-0.4	-27.7
COc1cccc(-n2ccnc2SCC(=O)Nc2ccccc2)c1	2.9	2.0	-1.2	-29.0	-3.6	2.5	6.2	0.6	-0.2	14.0
CCC1C(=O)NCCN1C(=O)c1cccc(OC2CCN(S(=O)(=O)N(C)C)CC2)c1 (configuration not stated)	-0.9	0.5	7.0	-7.9	-0.8	4.1	-11.3	0.1	-2.3	30.5
Cn1c(=O)cc(Cl)[nH]c1=O	6.9	-4.9	-1.4	-5.4	-1.2	6.3	2.5	6.3	-1.0	16.5
CC(Oc1ccccc1)c1nnc(SCC(=O)NC2CC2)n1C (configuration not stated)	0.2	-11.2	0.0	12.9	-1.2	2.1	-2.5	3.1	-0.3	-14.0
COc1ccc(CC(=O)Nc2cccc(/C(C)=N/NC(=O)c3cccc([N+](=O)[O-])c3)c2)cc1	-0.9	-2.8	·	-1.1	-1.1	-1.1	-1.9	-0.7	-0.7	7.3
CC(=O)c1cccc(NC(=O)CSc2nnc(C(C)N(C)C)n2Cc2ccccc2)c1 (configuration not stated)	0.2	0.6	-2.0	-9.9	-1.4	1.7	19.8	-1.1	0.1	-17.7
CCN(c1cccc(C(F)(F)F)c1)S(=O)(=O)c1ccc2c(c1)CCN2C(=O)C1CC1	0.5	2.3	·	-13.5	-5.2	3.1	-0.7	-0.4	-1.1	-0.6
CCCSc1nc(C)c2cc(C)cc(C)c2n1	3.4	4.6	4.2	-8.5	-10.0	2.8	1.5	1.4	0.2	-14.4
CC(=O)Nc1sc2c(c1-c1nc3ccccc3s1)CCN(C(C)C)C2	·	-14.7	·	13.0	-62.5	0.0	-24.9	-1.0	-1.7	-4.7
OCC#CCSc1nnc(-c2ccc(Br)cc2)o1	4.4	-3.2	13.0	-5.0	-2.9	-0.2	-2.5	-1.7	-1.0	5.5
C=CCn1c(=O)c(C(=O)Nc2cccnc2)c(O)c2ccccc21	4.8	-0.7	·	6.7	3.0	0.6	7.7	-1.6	-2.4	-34.2
COc1ccc(C(=S)NC2CCCCC2)cc1	1.0	-0.5	·	12.6	-1.2	1.9	20.6	2.1	-0.5	19.6
CC(=O)C1=C(c2ccccc2)NC(=O)NC1c1ccccc1OCC(=O)Nc1ccccc1 (configuration not stated)	3.2	7.0	·	9.4	-1.9	2.9	4.1	-0.7	-1.1	-31.5
O=C(N/N=C/c1ccc(OC(=O)c2cccc(F)c2)cc1)c1cccnc1	0.1	-3.4	2.6	-8.2	-3.2	3.6	-8.7	2.7	-4.6	-5.0
O=C(CC(c1ccccc1)c1cc(Br)ccc1O)N1CCCC1 (configuration not stated)	2.4	9.2	-0.2	6.0	-3.4	1.2	9.1	-0.6	-2.2	-1.0
